# High-throughput results (PubChem BioAssay)
# Jurkat NFkB inh: inhibitors of the PMA/ionomycin-induced NF-kB reporter in Jurkat cells. PMA/ionomycin-induced NF-kB luciferase reporter, luminescence. inhibition, % at 4 µM. 330,000 tested, 0.53% active. AID 435003; in the data active = inhibition above about 50%
# EBI2 antag: blocks human EBI2 receptor beta-arrestin signaling | EBI2 beta-arrestin recruitment, luminescence, 7a,25-OHC stimulated | P32249 | inhibition, % at 5 µM | 360,000 tested, 0.81% active; in the data active = inhibition above about 38%;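 also: enzyme fragment complementation signal reports receptor beta-arrestin coupling in cells; 0% = agonist plus DMSO wells and 100% = wells without agonist; some results beyond the cut were filed as inactive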
# Target sequence (P32249 whole entry, looked up, the tested form may be a part): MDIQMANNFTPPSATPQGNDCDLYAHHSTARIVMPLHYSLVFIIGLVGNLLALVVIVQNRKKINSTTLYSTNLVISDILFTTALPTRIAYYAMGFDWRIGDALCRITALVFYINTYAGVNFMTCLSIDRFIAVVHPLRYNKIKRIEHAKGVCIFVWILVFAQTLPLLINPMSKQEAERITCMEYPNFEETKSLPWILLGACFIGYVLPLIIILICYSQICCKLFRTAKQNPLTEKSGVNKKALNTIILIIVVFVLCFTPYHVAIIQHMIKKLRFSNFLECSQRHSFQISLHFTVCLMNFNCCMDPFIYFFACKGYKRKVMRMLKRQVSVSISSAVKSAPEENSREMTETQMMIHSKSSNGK
# APJ antag: APJ receptor antagonism | 330,000 tested, 0.32% active | CHO-K1 APJ beta-arrestin complementation, luminescence | inhibition, % at 20 µM;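 active = inhibition above about 40% at 20 µM, limit read from the data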;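 also: cells challenged with 10 nM apelin-13 agonist together with compound; plate controls were apelin-13 plus DMSO wells for no effect and DMSO wells lacking apelin-13 for full effect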
# CXCR6 block: blocks human CXCR6 beta-arrestin recruitment; 360,000 tested, 0.36% active; CHO-K1 PathHunter CXCR6 beta-arrestin, luminescence; inhibition, % at 20 µM; in the data active = inhibition above about 34%, passing the limit was not always enough;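 also: antagonist mode with CXCL16 agonist at 10 nM final; 0% = 10 nM CXCL16 with DMSO and 100% = unstimulated wells without agonist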
# Target sequence (O00574 whole entry, looked up): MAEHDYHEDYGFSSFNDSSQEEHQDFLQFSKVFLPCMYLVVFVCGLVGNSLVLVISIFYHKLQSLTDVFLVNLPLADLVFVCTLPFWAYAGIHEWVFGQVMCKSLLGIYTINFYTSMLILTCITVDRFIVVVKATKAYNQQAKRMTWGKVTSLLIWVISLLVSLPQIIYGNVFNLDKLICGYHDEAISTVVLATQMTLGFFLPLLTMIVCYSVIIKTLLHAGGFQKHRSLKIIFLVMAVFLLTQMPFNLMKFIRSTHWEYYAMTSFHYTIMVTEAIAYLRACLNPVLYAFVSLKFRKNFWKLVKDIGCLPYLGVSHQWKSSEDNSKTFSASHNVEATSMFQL
# Gli-Sufu block: Gli-Sufu pathway antagonism; 340,000 tested, 0.74% active; inhibition, % at 5 µM; Sufu-KO-LIGHT fibroblasts, Gli luciferase reporter luminescence;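 active = inhibition above about 55%, limit read from the data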;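 also: 0% = DMSO-treated cells and 100% = wells with medium but no cells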
# 697 NFkB inh: lowers PMA/ionomycin-induced NF-kB signal in 697 B cells; inhibition, % at 4 µM; AID 435022; 330,000 tested, 0.33% active; 697 B-cell NF-kB luciferase reporter, 16 h; in the data active = inhibition above about 35%
# UBC13 inh: inhibitors of human UBC13 polyubiquitin chain formation | P61088 | TR-FRET | inhibition, % at 20 µM | 330,000 tested, 0.47% active | AID 485273; in the data active = inhibition above about 45%, passing the limit was not always enough; inconclusive = no clear call, values can overlap the other calls
# Target sequence (P61088 whole entry, looked up): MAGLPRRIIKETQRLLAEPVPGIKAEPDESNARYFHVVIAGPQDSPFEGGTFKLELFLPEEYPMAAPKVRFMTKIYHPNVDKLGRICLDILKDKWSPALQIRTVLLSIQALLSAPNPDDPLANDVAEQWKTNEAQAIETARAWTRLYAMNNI
# CCR6 antag: blocks CCL20-driven beta-arrestin recruitment at human CCR6. inhibition, % at 20 µM. CHO-K1 CCR6 PathHunter beta-arrestin, luminescence, CCL20-stimulated. P51684. 340,000 tested, 0.49% active. AID 493098;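 active = compounds whose inhibition of the agonist-driven luminescence signal at 20 µM reaches about 50%, limit read from the data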;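 also: cells stimulated with CCL20 at 14 nM final; plate controls were DMSO with CCL20 for no effect and DMSO without agonist for full effect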
# The depositor's hits bear a star; ? = inconclusive; · = no result given. The order is random. Share with any hit: about 3%.
compound,Jurkat NFkB inh,EBI2 antag,APJ antag,CXCR6 block,Gli-Sufu block,697 NFkB inh,UBC13 inh,CCR6 antag
COc1ccc(/C(C)=N/NC(=O)c2cc(-c3cccnc3)nc3ccccc23)cc1,0.8,-15.7,-10.3,-11.3,3.4,-10.9,-6.8,20.3
COC(=O)c1ccccc1NC(=O)Cn1cnc2cc(C)c(C)cc21,2.6,-5.8,13.2,-2.9,6.0,-11.7,1.2,11.1
Cc1ccc2nc(-c3ccccc3)c(CN3CCSCC3)n2c1,-12.9,10.9,13.9,17.0,-6.8,-7.7,5.1,11.9
CC(OC(=O)c1ncc(Cl)c(Cl)c1Cl)C(=O)NC1CCCCC1C (centres undefined),-9.5,31.8,10.3,3.6,-7.5,0.4,-2.3,-2.0
COc1ccc(Cl)cc1NC(=O)NCC1CCN(Cc2ccccc2F)CC1,14.0,-8.9,4.8,-0.2,8.8,-16.5,14.7,2.4
CCOCCCn1c(SCC(=O)Nc2ccc(C(N)=O)cc2)nc2ccccc2c1=O,-1.2,2.1,2.2,1.3,10.5,9.3,5.7,2.5
Cc1ccc(S(=O)(=O)N(CC(=O)Nc2cccnc2)c2cccc(Br)c2)cc1,13.3,3.1,-1.6,-6.3,6.3,-5.8,7.6,4.3
COc1cccc(CN2CC(C(=O)N3CCCO3)CCC2=O)c1 (centres undefined),-1.8,-11.1,-6.4,0.3,4.4,0.3,0.9,3.4
COc1ccc(CCn2c(=N)c(S(=O)(=O)c3ccccc3)cc3c(=O)n4ccccc4nc32)cc1,3.0,27.7,20.4,9.7,31.6,10.4,1.7,17.2
CCc1ccc(/C=C2/SC(=S)N(CCC(=O)Nc3cccnc3)C2=O)cc1,22.3,6.7,2.6,2.9,0.3,77.2*,-8.6,10.0
COc1cccc(C(=O)C2CCCN(Cc3cccc(-n4cccn4)c3)C2)c1 (centres undefined),5.7,-7.1,-19.6,11.7,3.5,-6.9,-2.5,22.4
CCCCC(=O)N(c1ccc(C(=O)O)cc1)c1nc(-c2ccc(Cl)cc2)c(CC)s1,-12.3,4.7,6.3,-2.1,-26.8,-41.6,-27.7,32.5
COc1ccc(C2(CCN)CC(C)N(C)CC2C)cc1 (centres undefined),-25.9,-4.6,-10.7,-0.2,3.8,-9.4,7.8,-10.2
CC1(C)Oc2ccc3ccc(=O)oc3c2[C@H](O)[C@H]1O,-10.9,4.2,-10.0,9.4,41.4,-12.0,9.1,15.1
S=C1SCCN1Cc1ccccc1,·,-8.6,·,0.4,-13.1,·,·,0.4
COc1ccccc1NC(=O)Cn1c(=O)n2nc(C)nc2c2ccccc21,-1.5,-3.0,15.1,1.4,-2.1,2.8,3.1,1.1
Cc1c(Cl)cccc1NC(=S)N1CCN(Cc2ccc3c(c2)OCO3)CC1,12.6,4.0,0.9,-4.3,14.1,8.5,3.9,2.4
NS(=O)(=O)c1ccc(NC(=O)CCCCCN2C(=O)c3ccccc3C2=O)cc1,-7.2,-6.3,-23.7,-3.3,-7.3,-3.8,10.9,-2.6
O=C(COc1ccccc1)NCc1ccc(-n2cccc2)cc1,3.1,8.9,3.0,9.3,-0.5,16.5,8.3,-10.0
Nc1nccc(NCCSCc2ccccc2)n1,·,-0.8,·,-7.7,13.0,·,·,2.7
CCc1ccccc1N1CC(C(=O)O)CC1=O (centres undefined),-7.9,3.4,11.7,-7.6,3.4,10.5,-3.2,-1.4
O=C(NCc1ccccc1Cl)C(=O)c1cn(CC(=O)N2CCOCC2)c2ccccc12,-22.4,-8.5,-21.3,2.4,-11.3,-50.7,-9.3,10.3
COc1ccc(NC(=O)c2ccc(COc3ccccc3Br)o2)c(OC)c1,14.0,2.2,-1.2,3.6,1.2,5.8,-3.2,14.5
Cc1nn(C)c2nc(-c3cccs3)cc(C(F)(F)F)c12,-8.1,-7.3,8.7,5.3,-0.3,-1.7,12.4,-4.6
O=C(CSc1nnc(CNC(=O)c2ccco2)o1)Nc1cccc(C(F)(F)F)c1,7.4,-2.0,11.0,1.6,0.8,4.8,7.4,12.1
CC(=O)c1c(C)[nH]c(C(=O)COC(=O)c2cccc(S(=O)(=O)N(C)c3ccccc3)c2)c1C,1.1,-28.1,-21.1,-6.2,44.2,-50.0,-9.9,6.9
CCOC(=O)[C@@H]1[C@H]2COc3cc(OC)ccc3[C@@H]2N2C(=O)N(c3ccc(Br)cc3)C(=O)[C@]12C,19.9,15.8,23.7,13.0,3.5,-1.5,-5.8,5.6
CCCn1c(N)c(N(CCOC)C(=O)c2ccc(S(=O)(=O)N3CCOCC3)cc2)c(=O)[nH]c1=O,·,-9.7,·,3.5,9.3,·,·,-0.8
Cc1cc(Cl)ccc1OCCCC(=O)N1CCCCC1,-46.3,24.9,9.4,5.5,-23.1,-32.7,7.3,3.1
CCOC(=O)c1oc2c(CN3CCN(C)CC3)c(O)ccc2c(=O)c1-c1ccc(Br)cc1,-1.5,-4.2,37.2,4.2,-15.5,2.5,0.9,26.1
O=C(CN1C(=O)NC2(CCCC2)C1=O)OCCOc1cccc(Cl)c1,6.4,-5.7,-3.4,-5.2,-2.0,-22.5,-11.1,8.3
C/C(=N\O)C1/C(=N/O)CC2C1C2(C)C (centres undefined),-13.9,-3.0,-16.9,-0.3,-8.9,-7.9,4.5,7.5
COc1ccccc1CNC(=O)CSC(=S)N1CCCC1,12.9,-6.4,-8.0,-4.5,-8.5,18.0,-2.9,1.6
O=[N+]([O-])c1ccc(O)c(-c2nn[nH]n2)c1,-8.7,6.1,14.5,-3.2,-10.6,4.6,-17.6,5.8
Clc1cccc(Nc2ncnc3ccc(Br)cc23)c1,7.8,15.0,-12.7,0.1,61.6*,-30.0,?,16.1
COC(=O)c1ccsc1NC(=O)CCS(=O)(=O)c1ccc(Cl)cc1,13.2,3.8,-41.4,-2.7,0.2,18.0,1.3,14.2

# Profiles, quoted from the list.
# COc1ccc(NC(=O)c2ccc(COc3ccccc3Br)o2)c(OC)c1 as listed: Jurkat NFkB inh: 14.0; EBI2 antag: 2.2; APJ antag: -1.2; CXCR6 block: 3.6; Gli-Sufu block: 1.2; 697 NFkB inh: 5.8; UBC13 inh: -3.2; CCR6 antag: 14.5
# NS(=O)(=O)c1ccc(NC(=O)CCCCCN2C(=O)c3ccccc3C2=O)cc1 as listed: Jurkat NFkB inh: -7.2; EBI2 antag: -6.3; APJ antag: -23.7; CXCR6 block: -3.3; Gli-Sufu block: -7.3; 697 NFkB inh: -3.8; UBC13 inh: 10.9; CCR6 antag: -2.6

# Next section.
compound,Jurkat NFkB inh,EBI2 antag,APJ antag,CXCR6 block,Gli-Sufu block,697 NFkB inh,UBC13 inh,CCR6 antag
Cc1ccc(S(=O)(=O)N2[C@@H](c3ccc(F)cc3)C(C(=O)O)=CC[C@H]2c2cccc(Cl)c2)cc1,5.8,6.2,12.9,10.0,-3.6,8.7,-17.2,6.1
COc1cccc(C(=O)N(CN2CCCC2=O)c2cccc(Cl)c2)c1OC,-12.7,9.7,17.0,-0.8,4.1,9.4,0.3,7.3
COc1ccc(S(=O)(=O)Nc2cccc(-c3ccc(N4CCCCCC4)nn3)c2)c(OC)c1,-41.0,4.8,12.2,-17.0,-14.5,-45.1,-2.0,10.8
Cc1ccc(C)c(NC(=O)CN(C)C(=O)c2cc(-c3cccs3)nn2-c2ccccc2)c1,10.3,6.6,-12.2,-3.9,4.0,-10.0,8.4,-3.4
CC1(C)c2[nH]c3ccccc3c2C[C@@H]2C(=O)N(Cc3ccccc3F)C(=O)N21,-4.6,5.3,-14.5,-4.5,20.9,12.4,7.9,-0.1
C=CCc1cc(Cl)ccc1OCCCNC(C)CC (centres undefined),14.2,4.8,22.2,-7.7,12.6,2.3,16.1,15.8
NS(=O)(=O)c1ccc(NC(=O)CN2CCCC2)cc1,16.3,5.5,0.6,-4.0,-5.9,11.8,1.5,12.4
C/C=C(\C)C(=O)N1CCC(C(=O)c2ccccc2)CC1,8.5,-6.7,1.3,-3.9,1.0,-2.7,3.2,3.8
CCCCN1C(=O)C2C(c3ccc(OC)cc3O)NC(CC(C)C)(C(=O)O)C2C1=O (centres undefined),-10.3,-9.1,-5.4,-0.5,4.0,-9.7,-8.0,-3.0
O=C(O)CCCn1cc(NC(=O)COc2cc(F)ccc2[N+](=O)[O-])cn1,-3.9,-5.4,-3.6,-3.9,4.3,7.6,-4.9,-2.4
CCn1c(=O)c2c(nc(SCC(=O)NCC3CCCO3)n2C)n(C)c1=O (centres undefined),4.6,1.3,9.4,0.1,-10.2,-17.2,0.0,2.9
CC1(C)Cc2ccccc2-c2nnc(-c3ccccc3)n21,9.5,-3.8,4.0,4.7,4.8,3.0,-1.8,13.2
COc1cc(Cl)ccc1OCc1cc(C(=O)NCC(C)(C)N2CCOCC2)no1,-35.7,15.1,5.9,-3.9,-6.7,-64.7,-8.4,13.0
CN(Cc1c(F)cccc1Cl)c1nnnn1-c1ccccc1,6.7,6.5,3.1,3.7,10.6,4.0,4.2,15.8
Cn1c(SCC(=O)N2CCCC2=O)nc2ccccc21,-4.9,-10.2,1.1,0.6,3.1,-1.4,2.2,6.2
CC1(C)NC(=O)N(CC(O)CN(c2ccccc2)S(=O)(=O)c2ccccc2[N+](=O)[O-])C1=O (centres undefined),4.0,-5.8,5.5,-0.2,0.0,11.0,2.6,27.7
O=C(Oc1ccc(Br)cc1C(=S)N1CCOCC1)c1ccccc1,-11.5,-4.9,-21.0,4.5,-27.9,-2.9,2.6,18.0
Cn1c(=O)oc2cc(S(=O)(=O)NCCC(=O)NC3CCCC3)ccc21,11.5,-12.5,0.9,-3.9,2.5,18.1,-4.3,-9.6
N#Cc1ccccc1OCC(=O)N(C1CCCCC1)C1CCS(=O)(=O)C1 (centres undefined),7.0,-2.5,-13.3,-3.7,-13.0,-18.3,-18.6,-7.3
COc1ccc(-c2[nH]c(-c3cccc(OC)c3)nc2SCC(=O)NC2CCCC2)cc1,-12.6,13.1,4.3,2.5,0.5,-15.6,12.8,13.8
Cc1cc(C)c(S(=O)(=O)N2CCN(C(=O)CCn3nc(C)c(C)c3C)CC2)c(C)c1,-7.8,46.6*,-7.2,-0.1,-3.0,-16.6,-6.2,9.0
Cc1ccccc1NN=Nc1nc2c([nH]1)c(=O)n(C)c(=O)n2C,·,-9.0,·,2.6,-5.2,·,·,7.5
COc1cc(NC(=O)CCc2c(C)noc2C)c(Cl)cc1C(=O)O,-3.3,-6.3,-10.7,-1.7,-1.2,1.6,10.6,-5.6
COc1ccc(CN2CC(C(=O)NCCN3CCN(c4ccccc4F)CC3)CC2=O)cc1 (centres undefined),-0.3,-3.6,10.2,-0.1,-21.0,11.5,3.4,-8.1
CN(Cc1ccco1)S(=O)(=O)c1nnc(NC(=O)c2cccc(Cl)c2)s1,-11.3,-6.7,11.8,-3.0,0.7,-30.4,-13.3,9.1
CC1(C)CC(=O)c2sc(NC(=O)c3cccs3)nc2C1,-66.3,1.0,3.9,4.3,-74.1,-129.0,-7.7,7.1
CCOC(=O)C1CCN(c2c(NC3CCCCCCC3)c(=O)c2=O)CC1,-3.9,-2.7,9.6,-0.7,9.4,9.7,4.8,16.9
Cc1cc(Cl)ccc1C(=O)C1CCCN(C(=O)c2cnsn2)C1 (centres undefined),-8.8,6.2,-4.4,5.2,5.2,-5.8,8.6,-1.5
Cc1csc(NC(=O)c2ccoc2C)n1,-41.1,-1.6,1.9,-4.6,3.8,-19.2,6.5,-12.4
O=C(COC(=O)c1ccc([N+](=O)[O-])o1)NC12CC3CC(CC(C3)C1)C2,1.1,-7.7,7.2,-16.0,1.9,5.4,-2.8,-14.4
O=C(CSc1nc2scc(-c3ccco3)c2c(=O)n1-c1ccccc1)N1CCOCC1,16.6,3.4,12.6,4.0,-0.5,20.4,-3.8,12.2
